AGP1 TOR yeast: alters AGP1-GFP fluorescence in TOR pathway yeast screen | S. cerevisiae AGP1-GFP multiplex flow cytometry, 3 h; GFP as percent of DMSO wells | GFP response vs DMSO, % at 10 µM | 320,000 tested, 0.02% active | AID 2066;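 active = GFP response relative to DMSO above a set limit, near screen average plus 3 SD, cut at about 150% in these data; inconclusive = fewer than 70 cells counted for the yeast strain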;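 also: median GFP channel fluorescence of the gated AGP1 strain per well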
RPL19A TOR yeast: modulators of TOR pathway RPL19A-GFP in S. cerevisiae. percent response vs DMSO, % at 10 µM. 330,000 tested, 0.3% active. S. cerevisiae RPL19A-GFP strain, flow cytometry, 3 h; hits give low values;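 active = percent response vs DMSO below 50%; inconclusive = fewer than 70 events counted for the yeast strain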;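 also: median channel GFP fluorescence of the barcoded RPL19A-GFP strain; ratio of sample median GFP to plate DMSO average so 100% = DMSO; lower means less RPL19A-GFP as with rapamycin TOR inhibition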
GRK2 aptamer HTS: inhibitors of human GRK2 displacing RNA aptamer; P25098; bead flow cytometry, FAM-aptamer displacement from GRK2; inhibition of aptamer binding, % at 10 µM; 330,000 tested, 0.59% active; AID 488847;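 active = inhibition of aptamer binding above 40%, roughly 3 SD of noise, on plates passing a quality check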;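 also: median bead fluorescence of bound FAM aptamer so fluorescent compounds give negative values; no value below 0 was filed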
CIT2 TOR yeast: modulators of TOR pathway CIT2-GFP in S. cerevisiae. S. cerevisiae CIT2-GFP strain, flow cytometry, 3 h; 100 means same as DMSO wells. GFP response vs DMSO, % at 10 µM. 320,000 tested, 0.065% active. AID 2029;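 active = GFP response relative to DMSO above a set limit, near the screen mean plus 3 SD, cut at about 150% in these data; inconclusive = Fewer than 70 cells measured for a yeast strain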;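 also: ratio of well median GFP fluorescence to mean of DMSO wells on the plate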
VLA-4 inh: inhibition in a human VLA-4 binding assay; 330,000 tested, 0.2% active; inhibition, % (about 7 µM as worked out from the volumes in the protocol); P13612; VLA-4 expressing cells, ligand binding flow cytometry; in the data active = inhibition above about 50%
Target sequence (P13612 whole entry, looked up): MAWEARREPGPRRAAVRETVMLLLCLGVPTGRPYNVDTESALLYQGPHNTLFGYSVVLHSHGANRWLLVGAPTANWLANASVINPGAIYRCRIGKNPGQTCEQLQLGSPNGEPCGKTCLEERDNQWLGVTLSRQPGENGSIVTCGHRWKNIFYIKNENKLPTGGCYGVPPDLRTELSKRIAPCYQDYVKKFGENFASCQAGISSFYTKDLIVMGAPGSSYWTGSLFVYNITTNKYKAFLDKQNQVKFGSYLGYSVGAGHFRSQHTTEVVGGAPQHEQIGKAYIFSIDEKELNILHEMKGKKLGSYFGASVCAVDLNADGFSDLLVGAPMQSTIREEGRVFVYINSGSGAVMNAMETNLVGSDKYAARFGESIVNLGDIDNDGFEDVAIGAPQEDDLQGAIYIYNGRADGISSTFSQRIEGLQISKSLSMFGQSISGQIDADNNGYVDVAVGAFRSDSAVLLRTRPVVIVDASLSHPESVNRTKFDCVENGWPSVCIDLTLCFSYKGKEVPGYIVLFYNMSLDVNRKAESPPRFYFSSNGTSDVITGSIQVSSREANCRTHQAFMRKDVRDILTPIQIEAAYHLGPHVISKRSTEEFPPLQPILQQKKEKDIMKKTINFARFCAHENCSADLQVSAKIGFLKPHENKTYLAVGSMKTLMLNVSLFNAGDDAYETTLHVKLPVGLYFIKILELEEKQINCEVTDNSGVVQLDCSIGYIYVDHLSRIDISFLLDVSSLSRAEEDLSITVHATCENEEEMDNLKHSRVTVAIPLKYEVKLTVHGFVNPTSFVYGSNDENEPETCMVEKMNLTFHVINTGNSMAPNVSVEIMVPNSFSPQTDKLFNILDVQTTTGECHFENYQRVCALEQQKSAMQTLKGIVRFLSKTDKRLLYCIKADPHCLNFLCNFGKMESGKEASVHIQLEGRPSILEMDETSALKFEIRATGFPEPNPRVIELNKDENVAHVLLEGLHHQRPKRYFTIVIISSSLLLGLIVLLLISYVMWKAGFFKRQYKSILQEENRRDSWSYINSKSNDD
Yeast superoxide: yeast age-related superoxide inhibition as caloric restriction mimetic; 330,000 tested, 0.18% active; S. cerevisiae aged cells, superoxide DHE fluorescence; hits give low values; AID 2690; superoxide response (% of plate mean), % at 10 µM;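 active = superoxide response under a set limit, about three screen SD below normal, cut at about 65% in these data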;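 also: yeast aged for seven days with compound at 30 °C before DHE staining; 100% = average MFI of all compound-treated wells on the plate with controls excluded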
MEP2-GFP yeast: yeast TOR pathway MEP2-GFP modulation; AID 2016; S. cerevisiae MEP2-GFP strain, flow cytometry GFP, 3 h; 100% = DMSO control level; 330,000 tested, 0.51% active; GFP response vs DMSO, % at 10 µM;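 active = GFP response versus DMSO above a set limit, roughly screen mean plus 3 SD, cut at about 180% in these data; inconclusive = fewer than 70 cells counted for a yeast strain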;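 also: median GFP fluorescence of the barcode-gated MEP2-GFP cells per well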
LAP4-GFP MLPCN: modulators of TOR pathway LAP4-GFP in S. cerevisiae. S. cerevisiae LAP4-GFP multiplex, flow cytometry GFP, 3 h; median GFP as percent of DMSO wells. GFP response vs DMSO, % at 10 µM. 320,000 tested, 0.34% active. AID 2023;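 active = GFP response vs DMSO above a set limit, about the screen mean plus 3 SD, cut at about 150% in these data; inconclusive = under 70 cell events counted for the yeast strain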
An asterisk follows results filed as active; i = inactive; ? = inconclusive; nt = no result given.

The line under a structure holds: AGP1 TOR yeast	RPL19A TOR yeast	GRK2 aptamer HTS	CIT2 TOR yeast	VLA-4 inh	Yeast superoxide	MEP2-GFP yeast	LAP4-GFP MLPCN
COc1ccccc1C(=O)NCCC(=O)NCC1CCCO1 (stereo unspecified)
  96	94	3	94	0	70	97	97
CC12CCC(C(=O)NCCc3ccccc3)(OC1=O)C2(C)C (stereo unspecified)
  98	101	3	104	12	90	98	94
O=[N+]([O-])c1cccc(-n2nnnc2CN2CCCC2)c1
  94	97	0	96	-6	115	93	91
Cc1ccc(/C=C/C(=O)Nc2cccc(S(=O)(=O)N3CCOCC3)c2)o1
  98	97	2	91	-6	97	111	96
O=C(O)[C@@H]1CCCN1C(=O)COc1ccc2c3c(c(=O)oc2c1)CCC3
  106	98	0	100	18	99	107	106
c1ccc(-c2cncn2-c2ccccc2)cc1
  90	102	3	96	-4	85	96	104
O=C(NCc1cccnc1)c1noc2c1CCCC2
  91	89	0	95	-1	98	95	91
CC(C)CCn1c(CN2CCN(c3cccc(Cl)c3)CC2)nc2c1c(=O)n(C)c(=O)n2C
  98	97	5	102	-2	94	96	91
COC(=O)C1CN(C(=O)COc2ccccc2)c2ccccc2O1 (stereo unspecified)
  96	99	0	96	29	114	98	94
COc1ccccc1-c1nnc(SC/C(O)=C(\C#N)c2nc3ccccc3[nH]2)n1C1CCCCC1
  101	99	3	100	21	83	97	103
NS(=O)(=O)c1cccc(NC(=O)COC(=O)CCC2CCCC2)c1
  98	94	0	99	0	92	100	97
O=C1c2ccccc2C(=O)N1Cc1cc(-c2ccccc2Cl)no1
  87	95	0	79	9	96	101	130
CCC(CC)COC(=O)C(C#N)c1nc2ccccc2nc1N1CCOCC1 (stereo unspecified)
  84	93	3	84	-9	91	94	120
Cc1nn(C)c(C(=O)Sc2cccc(Cl)c2)c1[N+](=O)[O-]
  110	107	0	103	3	101	97	154*
O=C(CN(Cc1ccccc1F)C(=O)Cn1nnc(-c2cccs2)n1)NCC1CCCO1 (stereo unspecified)
  105	99	0	110	6	83	107	92
CC(C)(CO)N1CCN(C(=S)Nc2ccccc2)CC1
  97	102	0	92	7	106	100	93
O=C1CC(c2c[nH]c3ccccc23)C(=O)N1c1ccccc1 (stereo unspecified)
  nt	100	0	105	-66	93	102	100
COc1ccccc1N1CCN(c2cc(C)nc3nc(C)nn23)CC1
  109	103	2	102	-19	96	101	99
N#Cc1nc(COc2cccc(Cl)c2)oc1NCCN1CCOCC1
  108	99	0	97	6	105	103	108
CCOC(=O)C1CCN(CC(C)(C)NS(=O)(=O)c2ccccc2)CC1
  104	104	0	104	1	77	108	89
O=C(Nc1ccccc1)N(CCN1CCOCC1)Cc1cccc(Cl)c1
  97	99	0	98	12	115	101	96
CC(=O)c1ccc(NC(=O)c2cccs2)cc1
  97	96	0	97	4	87	108	107
CC(C)C(NS(=O)(=O)c1cc(C(=O)O)ccc1Cl)C(=O)O (stereo unspecified)
  102	104	1	112	18	92	110	97
COc1cc(/C=N/NC(=O)NC23CC4CC(CC(C4)C2)C3)ccc1OCC(N)=O
  98	101	1	95	-17	111	103	95
CC(=O)N1c2ccc(S(=O)(=O)NCCC(=O)NCc3ccc(F)cc3)cc2CC1C (stereo unspecified)
  98	98	2	104	2	88	104	96
COc1cc2c(cc1OC)C(c1ccccc1Br)NC(=O)C2 (stereo unspecified)
  106	110	0	98	10	100	106	97
NS(=O)(=O)c1ccc(-c2ccc(C=NC3CCS(=O)(=O)C3)o2)cc1 (stereo unspecified)
  104	98	4	99	-3	79	94	95
CC(C)OCCCNCc1cccs1
  107	103	2	108	-6	101	100	114
O=C(CCNS(=O)(=O)c1ccccc1C(F)(F)F)NNC(=O)C1COc2ccccc2O1 (stereo unspecified)
  106	96	2	95	16	94	99	106
CCCCN1C(Nc2ccccc2)=NC[C@@H]1Cc1ccccc1
  106	100	0	103	-4	103	107	94
CCN(CC)S(=O)(=O)c1cccc(C(=O)NC2CCCCC2)c1
  120	110	0	110	-2	91	112	102
COc1ccc(S(=O)(=O)n2cccc2)c(OC)c1
  107	104	0	102	-4	110	108	99
O=C1C(=O)N(c2cccc(Cl)c2)C(c2ccccc2[N+](=O)[O-])/C1=C(\O)c1ccccc1 (stereo unspecified)
  99	98	2	96	nt	105	93	104
Cc1ccccc1OS(=O)(=O)c1cn(C)c(=O)n(C)c1=O
  91	104	0	98	9	107	95	88
CN(CCO)c1nc(NCc2ccccc2)c2cnn(C)c2n1
  100	94	2	93	5	92	92	94
CC1CC(C)CN(CCCNC(=O)CN2C(=O)COc3ccc(S(=O)(=O)N4CCOCC4)cc32)C1 (stereo unspecified)
  110	102	2	108	27	103	96	112
CC(=O)C1C(=O)CC(C)(O)C(C(C)=O)C1c1ccc(N(C)C)cc1 (stereo unspecified)
  109	103	0	106	-17	105	103	104
O=[N+]([O-])c1ccc(/C=N/NS(=O)(=O)c2ccc(Cl)cc2)o1
  103	101	0	99	-3	82	102	109
COc1ccc(NC(=O)OCCN2CCN(Cc3ccccc3)CCC2=O)cc1
  90	106	0	104	-7	113	90	111
Cc1ccc(Nc2c([N+](=O)[O-])cc(C(=O)N3CC(=O)Nc4ccccc43)cc2[N+](=O)[O-])c(C)c1
  100	97	100*	108	-7	102	99	97
S=C(NCc1ccco1)N1CCOCC1
  101	100	1	95	27	114	92	94
COc1ccccc1Nc1nn2c(=O)c3ccc(C(=O)N4CCCC(C)C4)cc3nc2s1 (stereo unspecified)
  111	103	0	107	-3	107	108	103
Nc1ccc2oc(-c3ccccc3Cl)nc2c1
  95	98	0	91	10	98	95	90
O=c1c(Cl)c2oc3ccccc3nc-2c2ccccc12
  89	97	17	105	i	91	114	95
O=C(Nc1ccc(Cl)cc1)c1cncs1
  100	102	3	100	-2	132	102	97
O=C(O)C1CCN(C(=O)CSc2nc3ccccc3s2)CC1
  103	99	0	110	13	98	102	103
COc1ccc(OCC(=O)N2CCN(C(=O)COc3ccccc3)CC2)cc1
  104	102	0	92	6	88	99	105
O=C(NNC1CC(=O)N(c2ccccc2)C1=O)c1ccc(COc2ccccc2Cl)o1 (stereo unspecified)
  102	105	3	103	5	83	98	92
COc1ccc2[nH]c3c(=O)n(N)c(C)nc3c2c1
  107	110	2	108	15	92	110	106
CC(=O)OCCN(CCCn1c(-c2ccncc2)nc2ccccc21)c1nc(CN2CCCCC2)cs1
  88	101	1	87	0	90	95	117
O=C(COC(=O)C1=COCCO1)NC(=O)c1ccc(OC(F)F)cc1
  102	99	1	101	-4	104	95	100
COc1ccc(S(=O)(=O)N2CCC(C(N)=O)CC2)c2ccccc12
  100	99	2	99	-10	95	112	98
O=C(c1cc2ccccc2oc1=O)N1CCOCC1
  102	98	0	106	5	117	98	103
COc1ccc(-n2c(SCC(=O)O)nnc2-c2ccc(NC(=O)c3ccccc3)cc2)cc1
  105	102	0	102	2	99	104	97
Cc1c(NC(=O)c2nn3c(c2Br)NC(c2ccccc2)CC3C(F)(F)F)c(=O)n(-c2ccccc2)n1C (stereo unspecified)
  97	102	0	95	3	111	91	90
Cc1ccc(C)n1-n1cnc2sc3c(c2c1=O)CCCCC3
  93	95	0	85	25	111	100	92
COc1ccc2nc(Nc3ccc4c(c3)OCO4)sc2c1
  98	97	3	102	-12	92	94	99
O[C@@H](c1cc(C(F)(F)F)nc2c(C(F)(F)F)cccc12)[C@H]1CCCCN1
  89	101	0	85	44	108	97	103
COc1cccc(NC(=O)COC(=O)CNS(=O)(=O)c2c(F)cccc2F)c1
  101	103	0	101	13	88	96	81
O=C(OCc1ccccn1)c1ccc(COc2ccc3ccccc3c2)o1
  96	97	0	88	12	103	105	120

Single records (already shown).
`CC(C)CCn1c(CN2CCN(c3cccc(Cl)c3)CC2)nc2c1c(=O)n(C)c(=O)n2C` in the list: AGP1 TOR yeast = 98; RPL19A TOR yeast = 97; GRK2 aptamer HTS = 5; CIT2 TOR yeast = 102; VLA-4 inh = -2; Yeast superoxide = 94; MEP2-GFP yeast = 96; LAP4-GFP MLPCN = 91
`O=c1c(Cl)c2oc3ccccc3nc-2c2ccccc12` in the list: AGP1 TOR yeast = 89; RPL19A TOR yeast = 97; GRK2 aptamer HTS = 17; CIT2 TOR yeast = 105; VLA-4 inh = i; Yeast superoxide = 91; MEP2-GFP yeast = 114; LAP4-GFP MLPCN = 95

More records.
The line under a structure holds: AGP1 TOR yeast	RPL19A TOR yeast	GRK2 aptamer HTS	CIT2 TOR yeast	VLA-4 inh	Yeast superoxide	MEP2-GFP yeast	LAP4-GFP MLPCN
Cc1ccc(N2C(=O)SC(N(CC(=O)O)c3cccc(C)c3)C2=O)cc1 (stereo unspecified)
  110	102	2	96	3	95	102	100
O=C(CCCn1cc([N+](=O)[O-])cn1)NC1CCCCCC1
  115	106	0	103	2	105	132	125
Cc1ccc(C(=O)N2CCN(S(=O)(=O)c3ccc(C)c([N+](=O)[O-])c3)C2)cc1
  100	96	0	101	7	118	99	97
CCOc1ccc(NCC2CCOC(C)(C)C2)cc1 (stereo unspecified)
  102	102	3	97	11	92	108	99
O=C(OCc1ccc([N+](=O)[O-])cc1)c1cc(S(=O)(=O)N2CCCCC2)ccc1N1CCOCC1
  111	100	1	91	-4	100	96	104
O=C(Nc1ccccc1C(=O)NCC1CCCO1)c1ccco1 (stereo unspecified)
  ?	?	1	?	-7	112	?	?
